# High-throughput results deposited in PubChem BioAssay by National Center for Advancing Translational Sciences (NCATS).
# GLP1R inv ag: qHTS of GLP-1 Receptor Inverse Agonists (Inhibition Mode); HEK293 GLP-1R CRE-luciferase, luminescence, 24 h; GLP-1R form is constitutively active; Potency, µM (top dose mostly 38.3 µM), for the others: top-dose activity change, negative = inhibition, most hits filed as inhibitors; 410,000 compounds, 1.6% hits; AID 624417, 2012; note: % is set by controls: 0 for no effect and ±100 for the full control effect; nearly all actives have a fitted effect of over 55% in size
# Target sequence (P43220 whole entry, looked up): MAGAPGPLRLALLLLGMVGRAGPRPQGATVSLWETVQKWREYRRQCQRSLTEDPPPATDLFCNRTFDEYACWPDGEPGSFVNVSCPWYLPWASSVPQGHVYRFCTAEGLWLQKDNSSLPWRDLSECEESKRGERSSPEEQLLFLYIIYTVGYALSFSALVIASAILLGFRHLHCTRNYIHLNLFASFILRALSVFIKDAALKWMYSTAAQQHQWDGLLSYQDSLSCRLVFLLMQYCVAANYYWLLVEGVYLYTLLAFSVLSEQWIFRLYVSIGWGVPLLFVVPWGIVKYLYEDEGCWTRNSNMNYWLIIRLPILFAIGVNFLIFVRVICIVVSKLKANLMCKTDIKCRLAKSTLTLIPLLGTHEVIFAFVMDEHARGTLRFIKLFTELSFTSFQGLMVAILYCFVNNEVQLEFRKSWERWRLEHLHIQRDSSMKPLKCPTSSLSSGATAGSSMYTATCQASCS
#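 Inverse agonism was detected as reduced cAMP-driven luciferase luminescence after 24 h compound treatment. The cells were HEK293 clones expressing constitutively active human GLP-1R with the reporter. Reporter-only and GPR119 cell lines served as counterscreen controls.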
# KB-V1 MDR tox: qHTS assay for MDR1-selective chemotherapeutics: Primary screen using the drug-selected MDR subline cells KB-V1. AID 1347076, 2019. Potency, µM (top dose mostly 46.1 µM), for inactives: top-dose activity change, negative = cytotoxicity, hits mostly cytotoxic. KB-V1 MDR cells viability, CellTiter-Glo, 72 h. 400,000 compounds, 3.4% hits; note: % is set by controls: 0 for no effect and ±100 for the full control effect; nearly all actives have a fitted effect of over 60% in size
#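 Compound-treated KB-V1 multidrug-resistant cells, 72 h, 37 degrees C; viability by CellTiter-Glo. Fitted qHTS curves give the values.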
# HT1080 IDH1KD tx: qHTS for induction of synthetic lethality in tumor cells producing 2HG: qHTS for the HT-1080-IDH1KD cell line; 360,000 compounds, 2% hits; HT-1080 IDH1 knockdown viability, ATP luminescence, 48 h; Potency, µM (doses to about 46.1 µM), for inactives: at the highest dose activity, negative = toxicity, usual class: cytotoxic;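 note: 0% = DMSO wells and -100% = cell-free medium wells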
#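 In this qHTS, HT-1080 cells depleted of IDH1 are exposed for 48 h at 37 °C to compound titrations. Toxicity is scored from CellTiter-Glo luminescence, with DMSO as full viability and medium alone as none.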
# SW480 rereplic: A quantitative high throughput screen for small molecules that induce DNA re-replication in SW480 colon adenocarcinoma cells | Potency, µM (highest dose often 46.1 µM), without a hit: top-dose re-replication activation, hits mostly activators | 340,000 compounds, 1.8% hits | AID 624297, 2012 | SW480 DNA re-replication, Hoechst DNA content imaging, 48 h; note: % of control where 0% means no effect; nearly all actives have a fitted effect of over 55% in size
#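 Treated cells incubate 48 hr (37 C, 5% CO2), are stained 40 min with Hoechst, and nuclear fluorescence is enumerated; a rise in nuclei with high DNA signal marks re-replication.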
# GLP-1R agonist: qHTS of GLP-1 Receptor Agonists. AID 624172, 2012. HEK293 GLP-1R CRE-luciferase, luminescence, 4-6 h; cells express a hypersensitive GLP-1R form. Glucagon-like peptide 1 receptor (Homo sapiens), P43220. 380,000 compounds, 0.007% hits. Potency, µM (top dose mostly 45.6 µM), for the others: at the highest dose activation, hits mostly activators; note: % of control where 0% means no effect
# HT1080-NT tox: qHTS for induction of synthetic lethality in tumor cells producing 2HG: qHTS for the HT-1080-NT fibrosarcoma cell line | Potency, µM (doses to about 46.1 µM), for inactives: top-dose activity, negative = less viability, hits mostly cytotoxic | 360,000 compounds, 1.6% hits | HT-1080-NT fibrosarcoma viability, CellTiter-Glo ATP luminescence, 48 h;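 note: NT is the 2HG producing partner of a matched IDH1 knockdown line; 0% = DMSO-treated cells and -100% = media-only wells without cells; nearly all actives have a fitted effect of over 55% in size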
#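 Read-out is CellTiter-Glo luminescence after 10 minutes at room temperature, following 48 hours' compound treatment of HT-1080-NT cells (750 cells/well, RPMI, 5% FBS, 37 degrees C).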
# KB-3-1 tox: qHTS assay for MDR1-selective chemotherapeutics: Primary screen using the parental adenocarcinoma cell KB-3-1. KB-3-1 viability, CellTiter-Glo ATP luminescence, 72 h. Potency, µM (highest dose often 46.1 µM), inactives show at the highest dose activity change, negative = cytotoxic, hits mostly cytotoxic. 400,000 compounds, 1.4% hits. AID 1347075, 2019; note: % is set by controls: 0 for no effect and ±100 for the full control effect; nearly all actives have a fitted effect of over 60% in size
#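 Luminescent ATP read-out (CellTiter-Glo) measures survival of drug-naive KB-3-1 cells after 72 h compound exposure at 37 °C. Titration series was screened from lowest to highest concentration, with DMSO vehicle plates as background controls.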
# TDP-43 yeast inh: qHTS of TDP-43 Inhibitors. Potency, µM (highest dose often 46.1 µM), for inactives: at the top dose growth rescue (activation), actives largely listed as activators. AID 652104, 2013. TDP-43 expressing yeast growth rescue, BacTiter-Glo, 24 h. 410,000 compounds, 1.8% hits; note: % of control where 0% means no effect; nearly all actives have a fitted effect of over 50% in size
#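 Yeast expressing TDP-43 (pregrown in raffinose, seeded at OD600=0.02 in galactose medium) exposed to compounds 24 hr at 30 deg C. Growth read by BacTiter-Glo luminescence; rescue of toxicity appears as increased signal.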
# GLP1R cytotox: qHTS of GLP-1 Receptor Inverse Agonists: Cytotox Screen | Potency, µM (top dose mostly 38.3 µM), for inactives: at the top dose activity change, negative = inhibition, actives largely listed as inhibitors | HEK293 cAMP-luciferase reporter cells, luminescence, 24 h | 410,000 compounds, 0.13% hits;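 note: loss of luciferase light is scored as toxicity; % is set by controls: 0 for no effect and ±100 for the full control effect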
#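 MLSMR compounds, 24 hr on cells at 37 deg C/5% CO2; luminescence after luciferase reagent (12 min RT). Inhibition counted as the undesired cytotoxic outcome.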
# * hit, by the source's call; ? = inconclusive; . = not tested or not shown; & = joins results of further samples; [ ] = dose if it differs, or a comment. Calls come from the whole dose curve; as a rule, active = well fitted curve in the direction sought with a large enough effect; inconclusive = small, poorly fitted or top-dose-only effect, or another doubt; inactive = no such curve, though single readings can be large; an effect the other way counts as inactive or inconclusive. Potency is the fitted concentration of half-maximal effect.
smiles	GLP1R inv ag	KB-V1 MDR tox	HT1080 IDH1KD tx	SW480 rereplic	GLP-1R agonist	HT1080-NT tox	KB-3-1 tox	TDP-43 yeast inh	GLP1R cytotox
O=C(O)C(C/C(=N/O)c1ccc(Br)cc1)P(=O)(c1ccccc1)c1ccccc1 (centres undefined)	24%	-5%	0%	-27%	1%	-2%	1%	-5%	11%
CCc1ccc2[nH]c(=O)c(CN(Cc3ccc(F)cc3)C(c3nnnn3CCN3CCOCC3)C(C)C)cc2c1 (centres undefined)	-1%	1%	-27%	-2%	14%	12%	-12%	-22%	5%
FC(F)(F)c1cc(Cl)c2nc(-c3ccco3)c(Cc3ccccc3C(F)(F)F)n2c1	-30%	-8%	?	.	-1%	-8%	-30%	?	-7%
O=C(NCc1n[nH]c(=S)n1-c1cccc(Cl)c1)c1cccs1	12%	0%	0%	24%	0%	2%	?	28%	5%
Cc1ccc(S(=O)(=O)NC(CN2CCOCC2)=NCCNS(=O)(=O)c2ccccc2)cc1	6%	21%	22%	-1%	-4%	0%	2%	-10%	8%
CC(=O)Nc1nnc([N+](=O)[O-])s1	3%	-10%	-2%	.	-3%	-23%	0%	28%	-9%
COCCN=c1scc(-c2ccccc2)n1/N=C/c1c[nH]c2ccccc12	4µM*	-9%	?	7%	14%	?	-12%	11µM*	-9%
O=S(=O)(N/N=C\c1ccccc1O)c1ccc(Cl)cc1	45%[activator]	19%	-4%	-23%	-5%	-1%	-6%	8%	?
O=C(CN1CCN(S(=O)(=O)N2CCCCCC2)CC1)Nc1ccc(F)cc1	?	?	-13%	7%	9%	-12%	-4%	?	-27%
COc1ccc2cc3cc(C(=O)N4CCN(c5ccccc5F)CC4)oc3nc2c1	-11%	3%	.	.	0%	.	-18%	?	-20%
COc1ccccc1-n1c(SCC(=O)O)nc2sc3c(c2c1=O)CCC3	8%	-14%	12%	-6%	15%	15%	11%	-23%	-2%
Brc1ccc(-c2nnc(-c3ccccc3Br)o2)cc1	35%[activator]	-15%	20%	2%	0%	10%	-5%	-21%	5%
O=C(COC(=O)c1ccccc1NS(=O)(=O)c1cccs1)NCC12CC3CC(CC(C3)C1)C2	?	15µM*	-9%	-2%	6%	3%	0%	-15%	4%
CCOc1ccc(S(=O)(=O)N2CCOCC2)cc1NC(=O)C1CCC1	23%	-6%	0%	-4%	-2%	5%	-1%	-9%	-7%
CC1CCN(C(=O)c2[nH]cnc2C(=O)Nc2cccc(Cl)c2)CC1	-14%	-6%	-8%	-8%	0%	-4%	-18%	-23%	13%
Cc1cc(C(=O)N2CCc3ccccc3C2)c(C)o1	1%	-16%	10%	-6%	10%	9%	-3%	6%	-1%
O=C(CCNC(=O)c1ccc([N+](=O)[O-])cc1)Nc1ccccc1N1CCOCC1	16%	-15%	6%	-43%[inhibitor]	6%	9%	-8%	7%	-4%
CC(C)C(=O)Nc1ccc2c(c1)C(=O)NC2=O	13%	3%	2%	-1%	10%	3%	5%	4%	-4%
O=C(Nc1ccc(Br)cn1)C1CCN(S(=O)(=O)c2cccs2)CC1	9%	?	-3%	13%	9%	9.2µM*	-28%	17%	-6%
CCS(=O)(=O)c1nc(S(=O)(=O)c2ccc(C)cc2)c(N2CCOCC2)s1	-26%	?	3%	-2%	1%	-2%	?	-6%	-14%
CCN(CC(=O)NCc1ccc(Cl)cc1)C(=O)c1ccc(S(=O)(=O)NCc2ccco2)cc1	-25%	3%	-5%	-2%	4%	6%	-7%	-2%	-18%
CCCN1C(C)C(C(=O)OCC)=CN(Cc2cccc(I)c2)S1(=O)=O (centres undefined)	?	0%	-11%	?	4%	-14%	0%	15%	18%
CSc1nnc(C)c(=O)n1COC(=O)c1ccc(S(=O)(=O)N(C)C)cc1	13%	5%	0%	-14%	-17%	10%	30%	-12%	-3%
Cn1c(SCC(=O)N2CCCC2)nnc1-c1ccc(S(=O)(=O)N2CCCC2)cc1	0%	-4%	1%	-2%	1%	9%	5%	-29%	-20%
COc1ccc(C(=O)Nc2c(N)nc(SCC(=O)Nc3ccc(C(C)=O)cc3)[nH]c2=O)cc1	12%	5%	-14%	-2%	-8%	-19%	-5%	5%	12%
C=CCSC1=NNC(c2ccc(C(C)(C)C)cc2)=NN1	-23%	-6%	-13%	-4%	5%	-1%	-3%	13%	8%
Cc1ccc(S(=O)(=O)c2c(O)cc(C)c(NS(=O)(=O)c3ccc(Cl)cc3)c2C)cc1	?	-13%	.	.	-3%	.	-4%	8%	?
CC(C)c1c(O)nc(SCCN2CCOCC2)[nH]c1=O	7%	4%	0%	0%	-2%	-1%	3%	-17%	1%
CCc1nc(C)c(C#N)c2cc(OC)c(OC)cc12	79%[activator]	?	4%	0%	2%	7%	-3%	17%	0%
O=C(CSc1nc2ncccc2[nH]1)c1ccc2c(c1)OCO2	13%	4%	4%	-33%[inhibitor]	11%	5%	1%	12%	-10%

# Random excerpt: 2 compounds from above, in no set order.
smiles	GLP1R inv ag	KB-V1 MDR tox	HT1080 IDH1KD tx	SW480 rereplic	GLP-1R agonist	HT1080-NT tox	KB-3-1 tox	TDP-43 yeast inh	GLP1R cytotox
O=S(=O)(N/N=C\c1ccccc1O)c1ccc(Cl)cc1	45%[activator]	19%	-4%	-23%	-5%	-1%	-6%	8%	?
COc1ccccc1-n1c(SCC(=O)O)nc2sc3c(c2c1=O)CCC3	8%	-14%	12%	-6%	15%	15%	11%	-23%	-2%

# Next results
smiles	GLP1R inv ag	KB-V1 MDR tox	HT1080 IDH1KD tx	SW480 rereplic	GLP-1R agonist	HT1080-NT tox	KB-3-1 tox	TDP-43 yeast inh	GLP1R cytotox
CCOC(=O)Cc1csc(SCc2nc3sc4c(c3c(=O)[nH]2)CCC4)n1	2%	?	2%	-4%	1%	-1%	11%	26%	-8%
Nc1cc(OC(=O)c2ccco2)nn1S(=O)(=O)c1ccc(F)cc1	7%	3%	-3%	-8%	-14%	1%	2%	19%	-1%
Cc1ccc(-n2ncc(C(=O)N3CCN(c4ccccn4)CC3)c2C2CCN(C(=O)OC(C)(C)C)CC2)cc1C	0%	-7%	.	.	.	.	3%	-9%	-3%
CN(C)S(=O)(=O)c1ccc(C(=O)N2CCN=C2SCc2cccnc2)cc1	?	10%	-8%	?	-15%	-5%	-13%	3%	-7%
CCCS(=O)(=O)c1nc(S(=O)(=O)c2ccc(C)cc2)c(N2CCC(O)CC2)s1	5%	-7%	8%	-21%	8%	11%	16%	-4%	4%
Cc1cc(C)n(-c2nc3ccccc3s2)n1	15%	-19%	7%	-8%	-6%	9%	-1%	20%	-1%
CCCCCCC(=O)NCC(=O)OCC(=O)c1ccccc1	-7%	?	0%	-1%	1%	1%	-2%	8%	5%
COc1cc(OC)cc(C(=O)NC2CCN(C(=O)N3c4ccccc4Sc4ccccc43)CC2)c1	10µM*	?	-25%	3%	-1%	-7%	-4%	1%	6%
CC(C)CN(CC(C)C)C(=O)COn1nnc2ccc(S(=O)(=O)N3CCOCC3)cc21	-1%	-25%	-1%	-6%	-3%	3%	2%	-20%	3%
CCCc1cc(=O)oc2cc(OCC(=O)NC3CC(C)(C)NC(C)(C)C3)ccc12	-27%	0%	10%	-7%	14%	19%	3%	10%	1%
Cn1cccc1Cc1nnc(SCC(N)=O)n1CCc1ccccc1	-11%	12%	2%	14%	-3%	-8%	8%	-3%	-1%
COc1ccc(NC(=O)CNC(=O)C23CC4CC(CC(C4)C2)C3)c(OC)c1	-25%	2%	-1%	4.6µM*	12%	0%	3%	-4%	12%
Cc1ccc2oc(-c3cc(NC(=O)c4ccco4)ccc3Cl)nc2c1	?	-26%	.	.	.	.	1%	9%	-5%
COC(=O)C[C@H]1CC[C@H](NC(=O)Nc2ccccc2OC)[C@@H](CO)O1	12%	-6%	9%	.	.	22%	4%	16%	9%
Cc1cc(N=Nc2ccccc2C(=O)O)c(C)c(C)c1O	22%	-20%	3%	-4%	3%	-12%	11%	-26%	?
CC(C)(C)/C=N/NC(=O)CNC(=O)c1ccc2c(c1)OCCO2	0%	?	4%	-13%	6%	?	0%	4%	-1%
CCN(CC(=O)Nc1ccc(NC(C)=O)cc1)C(=O)c1cccc(S(=O)(=O)N2CCc3ccccc3C2)c1	4%	0%	-13%	-3%	3%	-11%	0%	-21%	2%
CCOc1ccc(CCN2C(=S)N([C@@H](CC(C)C)CN3CCC[C@@H]3CN3C(=S)NC[C@@H]3CC(C)C)C[C@@H]2Cc2ccc(O)cc2)cc1	?	-2%	16µM*	.	2%	23µM*	?	8%	-21%
COC(=O)C1=C(C)n2cnnc2NC1c1ccc(Cl)cc1 (centres undefined)	2%	?	15%	-5%	11%	23%	9%	0%	-2%
O=C1NCC(NC(=O)C(F)(F)F)c2cc3c(cc21)OCO3 (centres undefined)	23%	8%	0%	-2%	1%	12%	12%	5%	9%
C#CCNC(=O)C1=C[C@@H](C2CC2)C[C@@H](OCCCCO)O1	12%	-4%	12%	-1%	4%	17%	1%	11%	-6%
COc1ccc(C)cc1NC(=O)CN1C(=O)COc2ccc(S(=O)(=O)N3CCOCC3)cc21	-4%&5%	-10%	0%	-19%	4%	3%	8%	-7%&11%	-3%&7%
Cc1ccc(S(=O)(=O)NCCc2csc3nc(-c4ccccc4F)nn23)cc1C	21%	-3%	.	.	.	.	6%	?	-16%
COC(=O)c1ccc(Oc2nc3c(c(=O)n(C)c(=O)n3C)n2C(C)C)cc1	3%	16%	.	.	.	.	14%	2%	-13%
